esBAF inh – Bmi1 luciferase reporter increase in mESCs, primary screen, esBAF inhibitor project, mouse ES cells, Bmi1 luciferase knock-in, single point; 24 h; 100% = twice the neutral-well signal; 350,000 compounds, 2% hits; reporter increase, % at 12.5 µM; in the data active = activation above about 40%; inconclusive = no clear call, values can overlap the other calls;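 note: 0% = median of the plate's neutral control wells and 100% = double that signal; a rise in the Bmi1 reporter signal indicates esBAF inhibition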
S100A4 inh HTS – inhibitors of S100A4-myosin IIA peptide binding, primary screen, biochemical, fluorescence polarization, TAMRA-MyoIIA peptide | inhibition, % at 10.7 µM | AID 652163, 2013 | 360,000 compounds, 0.14% hits | Protein S100-A4 (Homo sapiens), P26447;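 active = mean inhibition of at least 70% across replicates, with every replicate also reaching that level; inconclusive = mean inhibition reaches 70% but some replicates fall short; inactive = mean inhibition below 70%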
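Test system: S100A4 monomer protein; Medium: HEPES pH 7.2 with CaCl2, KCl, NaCl, DTT, Triton; Probe or stimulus: TAMRA-labelled myosin IIA heavy-chain peptide probe, 5 nM; Doses: one dose per compound; Times: polarization read 5 min after assay mix addition, stable 5–60 min; Benchmarks: neutral control DMSO, positive control TFP.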
FN deposition inh – inhibitors of fibronectin matrix deposition, primary screen, AH1F cells, Alexa488-fibronectin fluorescence, plate reader; AH1F fibroblasts, overnight; inhibition, % at 12.6 µM; 350,000 compounds, 0.086% hits; AID 743247, 2014;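 active = mean inhibition across replicates of 30% or more, regardless of how many single replicates reach that level; inconclusive = mean under 30% yet at least half of replicates reach 30%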;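 note: positive control wells lacked labelled fibronectin entirely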
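Material: AH1F fibroblasts assembling fluorescent fibronectin matrix; amount: 10000 AH1F cells/well; medium: DMEM, 2% serum; reagent: Alexa488-fibronectin, 24 nM final in well; dosing: single compound dose, delivered by pin transfer; incubation: 1 h adhesion, overnight exposure; detection: fluorescence after three HBSS washes, excitation 485 nm, emission 525 nm; measure: fibronectin deposition inhibition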
RAD52 anneal inh – RAD52 DNA annealing inhibitors, primary screen, biochemical, FRET, single point, set 2 | DNA repair protein RAD52 homolog (Homo sapiens), P43351 | recombinant RAD52 DNA annealing, FRET fluorescence | inhibition, % at 18.7 µM | 360,000 compounds, 0.46% hits | AID 651710, 2012;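 active = every replicate showing at least 50% inhibition; inconclusive = mean inhibition at least 50% but not in every replicate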
Target sequence (P43351 whole entry, looked up): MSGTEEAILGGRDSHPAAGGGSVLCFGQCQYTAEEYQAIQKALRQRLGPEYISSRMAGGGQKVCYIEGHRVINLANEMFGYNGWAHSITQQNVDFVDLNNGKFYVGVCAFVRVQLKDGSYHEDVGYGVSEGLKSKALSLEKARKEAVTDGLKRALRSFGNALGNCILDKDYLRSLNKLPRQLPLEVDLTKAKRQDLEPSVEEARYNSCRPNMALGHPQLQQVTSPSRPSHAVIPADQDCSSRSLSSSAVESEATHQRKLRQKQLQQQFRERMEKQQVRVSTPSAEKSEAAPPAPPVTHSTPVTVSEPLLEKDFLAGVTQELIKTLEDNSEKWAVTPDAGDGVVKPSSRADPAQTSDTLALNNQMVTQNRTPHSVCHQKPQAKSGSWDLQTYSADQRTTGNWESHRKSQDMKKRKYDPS
E-selectin induc – E-selectin induction in HUVECs, primary screen, imaging, HUVEC, immunofluorescence imaging, single point; normalized: neutral wells 0, TNF-alpha wells 100; 260,000 compounds, 0.37% hits; activation, % at 7.58 µM;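 active = mean E-selectin-positive cell signal at least 10% of the positive control, reached in at least 60% of replicates, without over 20% cell loss; inconclusive = no rule given, readout overlaps actives, possibly toxicity-flagged; inactive = the rest, including those meeting only one limit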;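 note: in these data hits start at about 27%; measured in HUVEC primary endothelial cells; signal is the percent of cells scored E-selectin positive by PE staining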
Target sequence (P16581 whole entry, looked up): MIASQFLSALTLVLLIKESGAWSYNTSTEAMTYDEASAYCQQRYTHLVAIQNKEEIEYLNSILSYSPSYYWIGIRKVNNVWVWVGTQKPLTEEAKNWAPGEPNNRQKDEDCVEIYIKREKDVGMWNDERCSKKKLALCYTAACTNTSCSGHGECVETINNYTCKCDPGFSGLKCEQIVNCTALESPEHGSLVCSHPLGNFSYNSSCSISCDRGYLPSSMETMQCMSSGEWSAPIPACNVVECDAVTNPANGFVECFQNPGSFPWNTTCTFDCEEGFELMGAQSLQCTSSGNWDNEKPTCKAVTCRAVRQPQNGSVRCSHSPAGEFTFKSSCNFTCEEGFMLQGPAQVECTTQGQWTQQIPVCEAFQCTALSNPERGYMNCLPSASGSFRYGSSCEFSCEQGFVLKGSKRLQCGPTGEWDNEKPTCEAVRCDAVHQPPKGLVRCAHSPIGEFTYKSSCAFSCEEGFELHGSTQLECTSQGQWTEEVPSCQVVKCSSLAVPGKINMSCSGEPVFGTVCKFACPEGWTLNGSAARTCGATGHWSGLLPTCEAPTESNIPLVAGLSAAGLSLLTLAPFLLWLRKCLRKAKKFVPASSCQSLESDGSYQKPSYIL
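Test system – human umbilical vein endothelial cells (HUVEC), E-selectin induction · Input – 3,000 HUVEC seeded per well · Buffer or medium – EGM-2, gelatin · Compound dosing – single-point compound dose · Detection – immunofluorescence imaging · Measure – percent E-selectin-positive cells · Controls – TNF-alpha high, DMSO low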
EWS-Fli inh – EWS/Fli-driven NR0B1 reporter inhibitors, primary screen, A673 cells, NR0B1 luciferase, luminescence, MLPCN library; AID 651661, 2012; 350,000 compounds, 0.67% hits; inhibition, % at 12.6 µM; viability-normalised;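 active = mean inhibition of at least 50% after viability correction, with every replicate also passing that limit; inconclusive = mean reaches 50% but only one of two replicates passes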;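 note: firefly luciferase signal divided by Alamar Blue viability fluorescence both relative to DMSO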
XiGFP reactiv – activators of inactive X chromosome reactivation, primary screen, imaging, XiGFP fibroblasts, GFP high-content imaging, set 2. 360,000 compounds, 0.055% hits. activation, % at 7.58 µM. AID 743238, 2013. XiGFP mouse fibroblasts, % GFP-positive cells imaging, 3 d; cells co-treated with 5-aza-dC sensitizer; scaled so ellipticine positive control = 100%;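 active = mean normalized replicate activation at least 10% and every replicate at or above 10%; inconclusive = only one of the two criteria met; inactive = mean below 10% and not all replicates reach 10%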;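 note: 0% = median of on-plate neutral control wells and 100% = ellipticine 6 µM median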
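Material: XiGFP fibroblasts, SV40-immortalized; Buffer or medium: DMEM containing 5-aza-dC; Compound dosing: single point; Times: 3 days compound exposure.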
RAD54 branch – inhibitors of human RAD54 branch migration, primary screen, biochemical, fluorescence, single point; 360,000 compounds, 0.14% hits; RAD54 Holliday junction branch migration, FAM/BHQ fluorescence; inhibition, % at 10.4 µM; AID 602329, 2012; DNA repair and recombination protein RAD54-like (Homo sapiens), Q92698;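 active = mean normalized replicate activity at least 40 and at least half of replicates scoring 40 or more; inconclusive = only one of the two criteria met; inactive = mean below 40 and under half of replicates reaching 40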;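 note: 0% = median of neutral control wells and 100% = median of positive control wells; inhibitors cause a drop in the FAM fluorescence signal; in these data hits start at about 50%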
Starred values were filed as active, the others as inactive; ? = inconclusive; . = not tested or not shown; & = joins results of further samples.

SMILES | esBAF inh | S100A4 inh HTS | FN deposition inh | RAD52 anneal inh | E-selectin induc | EWS-Fli inh | XiGFP reactiv | RAD54 branch
CCCCCNCc1ccc(Cl)cc1 | . | -1 | -6 | -9 | 2.2 | -4 | 0.2 | .
CC1CC(C)CN(S(=O)(=O)N2CCCC(C(=O)NCCCN3CCCCC3C)C2)C1 (stereo not given) | -12 | 2 | 0 | -18 | . | -2 | 0.1 | -2
COc1ccc(NC(=O)N(C)C[C@H]2Oc3ccc(NC(=O)CCC(F)(F)F)cc3C(=O)N([C@H](C)CO)C[C@H]2C)cc1 | -2 | -1 | . | 6 | 2.4 | -15 | -0.1 | 4
CNC(=O)c1ccc(Oc2ccc(C(=O)NC)cc2)cc1 | 2 | -2 | . | -6 | . | 8 | . | -3
O=C(C1CC(=O)N(C2CCCC2)C1)N1CCN(c2ccccc2)CC1 (stereo not given) | -4 | -4 | . | -18 | 0.1 | -2 | 0.3 | -2
C[C@@H]1CN([C@H](C)CO)C(=O)c2cc(NC(=O)CCC(F)(F)F)ccc2O[C@@H](C)CCCCO[C@@H]1CN(C)Cc1ccc(C(F)(F)F)cc1 | -5 | 1 | . | -87 | 0.0 | -3 | 0.1 | 5
N#Cc1ccc(OCC(=O)N(C2CCCCC2)C2CCS(=O)(=O)C2)cc1 (stereo not given) | 0 | 2 | -4 | -6 | -0.7 | 1 | 0.1 | -13
Cc1ccc(S(=O)(=O)N(C)C[C@@H]2Oc3ccc(NC(=O)CCC(F)(F)F)cc3CC(=O)N([C@H](C)CO)C[C@@H]2C)cc1 | -2 | -6 | . | 1 | 0.7 | 45 | -0.9 | -5
O=S1(=O)N[C@@H](CC2=CCCCC2)C2CCCCC2O1 (stereo not given in full) | -5 | -3 | -13 | 4 | . | -3 | 0.2 | -8
CO[C@@H]1CN(C)C(=O)c2ccc(NC(=O)c3ccc(Oc4ccccc4)cc3)cc2OC[C@H](C)NC[C@@H]1C | 0 | -6 | 12 | 47 | 0.1 | 12 | 0.5 | 23
Cc1ccc(N(CC(=O)NCc2ccc(F)cc2)C(=O)c2csnn2)cc1C | . | 4 | 10 | -6 | 2.7 | 0 | 0.0 | .
COc1ccc(C(=O)Nc2ccc(Br)cc2F)cc1S(=O)(=O)N1CCCC1 | 3 | 3 | 6 | 6 | -0.1 | 3 | 0.6 | -4
CC(C)(C)CC(C)(C)NC(=S)N1CCN(Cc2ccc3c(c2)OCO3)CC1 | . | 0 | . | -9 | . | 0 | 0.0 | .
COc1ccc(NC(=O)N2CCCCN3[C@H](C2)[C@H](c2ccc(C#CCC(C)C)cc2)[C@@H]3CO)cc1 | -2 | -7 | . | 16 | -0.3 | 5 | 0.0 | -14
O=C1CN(C(=O)COC(=O)[C@@H]2CC(O)CN2S(=O)(=O)c2ccc(Cl)cc2)c2ccccc2N1 (stereo not given in full) | 0 | 6 | 5 | -8 | 0.0 | 3 | 0.3 | -5
C[C@@H]1CN([C@@H](C)CO)C(=O)c2cc(-c3cncnc3)cnc2O[C@H]1CN(C)Cc1ccc(F)cc1 | 1 | -2 | -2 | -3 | -0.3 | -8 | 0.1 | 5
COc1ccc(NC(=O)Nc2ccc3c(c2)[C@@H]2C[C@@H](CC(=O)N4CCOCC4)O[C@H](CO)[C@@H]2O3)cc1 | 1 | . | -1 | . | 0.4 | 2 | -0.1 | 2
c1ccc(-c2n[nH]c(-c3ccccn3)n2)nc1 | -8 | -1 | -10 | -26 | ? | -57 | 0.1 | 6&23
CC(C)CNC(=O)C1Nc2ccc(OC(F)(F)F)cc2C2C=CCC12 (stereo not given) | 0 | -1 | -9 | -22 | 0.2 | -5 | -0.1 | -1
CN(C)c1ccc(/C=C/C(=O)c2cc(Cl)ccc2O)cc1 | 10 | -11 | -6 | -37 | 0.3 | -57 | 0.0 | .
CC(C)NCC(O)c1ccc2ccccc2c1 (stereo not given) | -1 | 0 | -3 | -1 | 0.0 | 0 | -0.1 | -1
CCN(Cc1nc2ccccc2c(=O)[nH]1)Cc1nc2ccsc2c(=O)[nH]1 | . | -6 | 3 | -34 | 2.0 | 12 | 0.0 | 2
Nc1nc(NCc2ccco2)nc(NC2CCCCC2)c1[N+](=O)[O-] | . | -1 | -4 | -9 | -0.4 | 0 | -0.1 | -3
CCCNC(=O)/C=C/c1ccc(C(C)C)cc1 | . | -2 | -12 | -8 | 3.8 | -80 | 0.1 | -12

Ordered by value in S100A4 inh HTS (ascending): 3 of the compounds above
Compound	S100A4 inh HTS
CCN(Cc1nc2ccccc2c(=O)[nH]1)Cc1nc2ccsc2c(=O)[nH]1	-6
CCCNC(=O)/C=C/c1ccc(C(C)C)cc1	-2
CC(C)(C)CC(C)(C)NC(=S)N1CCN(Cc2ccc3c(c2)OCO3)CC1	0

New compounds follow
SMILES | esBAF inh | S100A4 inh HTS | FN deposition inh | RAD52 anneal inh | E-selectin induc | EWS-Fli inh | XiGFP reactiv | RAD54 branch
S=C1N(c2ccccc2)CN(C2CCCCC2)CN1c1ccccc1 | -2 | -3 | -6 | -3 | . | -3 | 0.0 | 2
CC(=O)N1c2ccc(S(=O)(=O)N3CCCC3)cc2CC1C(=O)NCc1ccc(N(C)C)cc1 (stereo not given) | -30 | -2 | 3 | -12 | . | 0 | 0.3 | 6
CNC(=S)N1CCC(Cc2ccccc2)CC1 | -9 | 2 | . | -5 | -0.1 | . | 0.0 | -7
C[C@@H]1CCCCO[C@@H](CN(C)Cc2ccccc2)[C@H](C)CN([C@H](C)CO)C(=O)c2cc(NC(=O)C3CCCCC3)ccc2O1 | 1 | -11 | . | 4 | 0.0 | 5 | -0.8 | 3
N#C[C@H]1[C@@H](c2ccc(C3=CCCC3)cc2)[C@@H](CO)N1C(=O)C1CCCC1 | -10 | -8 | -1 | -44 | 0.4 | -11 | 0.0 | -4
CC(C)(C)Cc1nnc(NS(=O)(=O)c2ccc([N+](=O)[O-])cc2)s1 | -3 | -1 | -4 | -11 | . | 8 | 0.3 | 5
CCOc1ccc(Nc2nc3ccccc3n3cnnc23)cc1 | 1 | 4 | 7 | -6 | -0.3 | -12 | 0.4 | .
N#Cc1cccc(NC(=O)CNc2cccc(S(=O)(=O)N3CCCCC3)c2)c1 | 2 | -3 | -5 | -12 | 0.0 | 13 | 0.2 | -1
C[C@H]1CN([C@@H](C)CO)C(=O)c2cc(NC(=O)Nc3cccc4ccccc34)ccc2O[C@@H]1CN(C)S(=O)(=O)c1cccs1 | -1 | -1 | 4 | 2 | 0.0 | 4 | 0.1 | -3
CC(=O)c1cccc(NC(=O)CN2C(=S)NC(C)(C)CC2C)c1 (stereo not given) | . | 2 | 8 | -18 | . | 2 | 0.1 | .
Cc1ccccc1NC(=O)COC(=O)c1ccc(C)c(S(=O)(=O)N2CCCCC2)c1 | 11 | -10 | . | -35 | -0.4 | -2 | -0.1 | -3
COc1ccccc1C1CC(c2ccccc2)Nc2ncnn21 (stereo not given) | 0 | 0 | . | -4 | . | -2 | . | -2
O=C(O)[C@H](Cc1ccccc1)NC(=O)[C@H]1O[C@@H](n2ccc(=O)[nH]c2=O)[C@H](O)[C@@H]1O | . | -2 | -4 | -3 | 0.2 | -8 | 0.5 | .
CCOc1ccc(CCNC(=O)CCS(=O)(=O)c2ccc(Br)cc2)cc1OCC | -2 | 4 | -5 | 0 | 1.0 | -3 | 0.5 | 3
CCn1c(=O)n(CC)c2cc(N3CCCC3)c(NC(=O)c3cccc(C)c3)cc21 | -6 | -20 | 8 | -18 | . | . | -0.1 | -10
O=C(NCc1ccc2c(c1)OCO2)OCc1ccccc1 | . | 0 | 7 | 3 | 6.2 | -42 | 0.2 | .
Cc1c(C(=O)N2CCN(Cc3ccc4c(c3)OCO4)CC2)sc2ncnc(N3CCN(c4ccccc4F)CC3)c12 | -3 | 0 | -6 | -8 | . | 12 | 0.0 | -4
O=C1OCCC1=COCCOC=C1CCOC1=O | -3 | -5 | -1 | -9 | 0.1 | -2 | 0.2 | -8
CCN1CCN(c2oc(/C=C/c3ccccc3)nc2C#N)CC1 | . | -3 | 1 | -1 | 2.5 | -5 | -0.1 | .
Cc1ccc(C)c(CN2CCC(CNC(=O)C3CCCN(c4ncnc5c4nc4n5CCCCC4)C3)CC2)c1 (stereo not given) | . | -3 | 0 | -4 | . | -3 | 0.0 | .
Cc1cc(C)c(NC(=S)N2CCCC2C(=O)O)c(C)c1 (stereo not given) | 6 | 0 | -3 | -4 | . | -7 | 0.0 | .
C[C@H](CO)N1C[C@H](C)[C@H](CN(C)C(=O)Nc2ccccc2)Oc2ccc(NC(=O)Nc3ccc4c(c3)OCO4)cc2CC1=O | 5 | . | . | . | -0.2 | -15 | -0.7 | 0
COC(=O)[C@@H]1C[C@@]2(O)[C@H](O)[C@H](O)[C@H](O)C[C@H]2N1Cc1cc(F)ccc1F | -8 | 7 | 2 | -13 | 0.0 | -7 | 0.0 | 0
O=C(C[C@H]1CC[C@H]2[C@@H](COC[C@H](O)CN2Cc2cccc(-c3ccncc3)c2)O1)N1CCN(c2ccccc2)CC1 | 14 | -19 | 8 | -2 | -0.1 | 16 | 0.0 | 1
Cc1nnc(SCC(=O)Nc2ccc(O)cc2)c2ccccc12 | -3 | -5 | -5 | -16 | -0.3 | . | 0.0 | 6
CCOc1ccc(C(c2c(NC(=O)c3ccco3)sc(C)c2C)N2CCOCC2)cc1 (stereo not given) | -11 | -5 | 2 | -12 | . | 13 | 0.0 | -2
COc1ccccc1C(=O)NNC(=O)C1CCCO1 (stereo not given) | -5 | -2 | 1 | -7 | 0.2 | 5 | 0.4 | .
Fc1cc2[nH]c(=S)[nH]c2cc1Cl | . | 3 | -5 | -9 | 0.1 | 5 | 0.0 | .
CCn1c(SCC(=O)c2ccccc2)nc2ccccc2c1=O | 7 | -8 | -6 | -21 | 0.6 | -15 | 0.2 | -32
C[C@@H]1CN([C@@H](C)CO)C(=O)c2cc(NC(=O)C3CCCCC3)ccc2O[C@@H]1CN(C)Cc1ccc(C(=O)O)cc1 | -2 | 2 | . | 4 | . | -4 | 0.1 | 4
Cc1noc(C)c1NC(=O)N(C)C[C@@H]1Oc2c(NC(=O)c3nc4ccccc4s3)cccc2C(=O)N([C@H](C)CO)C[C@@H]1C | -1 | -8 | -7 | -1 | 2.1 | 0 | -0.2 | 4
